Compound activity from PubChem.
TCR CD3 inh: inhibitors of human TCR-CD3 interaction; 0.37% of 360,000 active; TAMRA-labeled TCR probe fluorescence, biochemical; inhibition, % at 9.4 µM; in the data active means inhibition above about 19%;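 further: recombinant mutant TCR 2C K166C tagged with TAMRA read by polarization; 0% = receptor in buffer alone and 100% = receptor with positive control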
UHRF1 binding: UHRF1 methyl-DNA binding inhibition; 0.75% of 370,000 active; UHRF1 binding to methylated oligo, TR-FRET; Q96T88; inhibition, % at 4.4 µM; in the data active means inhibition above about 21%;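 further: UHRF1 SRA domain binding a hemimethylated CpG hairpin DNA probe; 0% = median of test compound wells and 100% = reference inhibitor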
NPR2 activator: GC-B (human) receptor activation; HEK293-GC-B cells, CNP EC30, cGMP TR-FRET; 0% at EC30 CNP, 100% saturating CNP; activation, % at 10 µM; 0.11% of 370,000 active;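 active means activation at 10 µM reaching about 35% in either raw or pattern-adjusted values, limit read from the data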
mABHD4 FP: inhibitors of mouse ABHD4; 0.54% of 370,000 active; purified mABHD4, FP-Rh probe fluorescence polarization; inhibition, % at 8.92 µM; AID 720543;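 active means inhibition exceeding the mean over every tested compound plus 3 SD, cut at about 30% in these data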;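 further: 0% = plate median of compound wells and 100% = S159A mutant with DMSO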
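Test system: mouse ABHD4 enzyme, wild type. Reagent: FP-Rh fluorescent activity-based probe, added after compound pre-incubation. Timing: pre-incubation 45 min, probe exposure 60 min, at 25 °C. Technique: FP readout, ex 525 nm / em 598 nm. Benchmarks: high control S159A mutant with DMSO, low control median of compound wells.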
PRMT1 inh: inhibitors of human PRMT1; Q99873; recombinant PRMT1, activity-based probe fluorescence polarization; inhibition, % at 2.79 µM; 1.3% of 370,000 active; AID 652257;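 active means inhibition above about 21% made by adding two undisclosed values, limit read from the data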
MBD2 inh: inhibitors of human MBD2 binding to methylated oligonucleotide; 0.31% of 370,000 active; Q9UBB5; inhibition, % at 4.4 µM; AID 686964; TR-FRET; in the data active means inhibition above about 13%
HTRA1 inh: blocks human HTRA1 serine peptidase. AID 504803. recombinant HTRA1, FP-rhodamine activity-based probe, fluorescence polarization. 0.5% of 340,000 active. inhibition, % at 5.96 µM; in the data active means inhibition above about 36%;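 further: 0% = enzyme with DMSO and 100% = wells lacking enzyme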
Target sequence (Q92743 whole entry, looked up): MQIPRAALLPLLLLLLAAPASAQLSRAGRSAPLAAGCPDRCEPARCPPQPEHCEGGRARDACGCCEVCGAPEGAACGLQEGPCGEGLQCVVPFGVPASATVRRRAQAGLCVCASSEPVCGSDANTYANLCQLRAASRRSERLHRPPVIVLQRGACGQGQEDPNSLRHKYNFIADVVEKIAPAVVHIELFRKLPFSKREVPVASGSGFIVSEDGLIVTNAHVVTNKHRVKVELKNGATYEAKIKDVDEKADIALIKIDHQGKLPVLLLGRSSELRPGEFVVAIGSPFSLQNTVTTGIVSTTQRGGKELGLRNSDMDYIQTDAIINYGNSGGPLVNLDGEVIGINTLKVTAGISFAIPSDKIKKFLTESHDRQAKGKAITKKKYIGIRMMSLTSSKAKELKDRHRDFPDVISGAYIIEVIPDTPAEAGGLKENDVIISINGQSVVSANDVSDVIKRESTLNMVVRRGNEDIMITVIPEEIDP
GC-A act: GC-A (human) enzyme activation | activation, % at 10 µM | 0.14% of 370,000 active | HEK293 GC-A cells, cGMP TR-FRET, EC30 ANP; 0% at EC30 ANP, 100% saturating ANP; in the data active means activation above about 40%
SIAE inh: human SIAE inhibition, primary screen. SIAE FP-Rh probe binding, fluorescence polarization. Q9HAT2. 0.69% of 370,000 active. inhibition, % at 9.66 µM. AID 1053197;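 active means inhibition above a cutoff: mean of compounds within the control limits plus 3 SD of those, cut at about 17% in these data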;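 further: 0% = plate median of compound wells and 100% = probe without SIAE protein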
Target sequence (Q9HAT2 whole entry, looked up): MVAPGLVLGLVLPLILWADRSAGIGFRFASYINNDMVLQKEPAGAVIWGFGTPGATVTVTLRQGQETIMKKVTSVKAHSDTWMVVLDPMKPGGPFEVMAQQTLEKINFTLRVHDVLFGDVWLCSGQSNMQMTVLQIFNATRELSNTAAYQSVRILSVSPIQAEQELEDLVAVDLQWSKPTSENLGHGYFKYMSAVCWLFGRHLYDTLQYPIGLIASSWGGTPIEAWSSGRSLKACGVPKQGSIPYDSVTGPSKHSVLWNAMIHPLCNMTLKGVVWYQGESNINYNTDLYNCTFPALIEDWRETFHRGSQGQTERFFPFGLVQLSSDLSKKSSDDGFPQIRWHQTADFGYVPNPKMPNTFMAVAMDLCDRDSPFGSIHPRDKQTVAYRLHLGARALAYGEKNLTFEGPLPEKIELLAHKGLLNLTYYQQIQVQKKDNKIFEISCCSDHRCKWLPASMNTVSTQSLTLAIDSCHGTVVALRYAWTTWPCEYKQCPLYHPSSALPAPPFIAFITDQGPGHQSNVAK
rCAG binder: molecules binding r(CAG) RNA repeats; r(CAG) RNA repeat, TO-PRO-1 dye displacement fluorescence; inhibition, % at 3 µM; AID 651821; 1.3% of 370,000 active;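 active means inhibition above the plate cutoff, the mean of all test compounds on that plate plus 3 SD, cut at about 35% in these data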;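 further: 0% = DMSO alone and 100% = 100 µM mitoxantrone as full dye displacement; higher means more dye released from RNA so lower well fluorescence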
* marks the source's active call; other numbers are inactive results; . = no result given; & = joins results of further samples.

SMILES | TCR CD3 inh | UHRF1 binding | NPR2 activator | mABHD4 FP | PRMT1 inh | MBD2 inh | HTRA1 inh | GC-A act | SIAE inh | rCAG binder
Cc1ccc(CN2CCN(Cc3ccccc3)CC2)cc1 | -15 | 3 | -5 | -1 | 1 | 6 | 1 | 3 | -2 | -4
Cc1cccc(CN2CCCN(Cc3ccc(Cl)cc3)S2(=O)=O)c1 | 6 | -1 | 0 | -10 | -2 | 0 | -25 | 1 | 0 | 1
Cc1nc2ccccc2c(=O)n1-c1cccc(O)c1 | 2 | 2 | 3 | -2 | -2 | -5 | 7 | -5 | 10 | -3
CCOc1ccc(/C=C2/C(=O)NC(=O)N(CCc3ccc(F)cc3)C2=O)cc1 | -2 | -4 | -12 | -6 | 10 | -6 | 2 | 3 | -14 | 35*
CCOP(=O)(CCP(=O)(OCC)OCC)OCC.C[CH2][Sn]([Cl])([Cl])[CH2]C | -6 | 3 | 2 | 28 | 7 | 6 | 8 | -4 | -4 | 3
CCCC1(CCC)C(=O)NC(=Nc2ccccc2)NC1=O | 2 | 1 | 3 | -7 | 0 | 2 | -8 | 0 | 4 | 3
CC12CC[C@H]3[C@@H](CCC4(O)C[C@H](O)CCC34/C=N/NC(=O)c3ccccc3[N+](=O)[O-])C1(O)CCC2C1=CC(=O)OC1 (stereo partly drawn) | -4 | 0 | 0 | -6 | 2 | -1 | 1 | 5 | -6 | -2
Cn1c(O)c(C(=NCCN2CCCCC2)c2ccccc2Cl)c(=O)n(C)c1=O | 4 | 0 | 13 | 8 | -1 | -1 | -2 | 3 | 4 | -5
O=C(O)c1cccc2c1NC(C(=O)O)C1CC(Sc3ccccc3[N+](=O)[O-])C(Cl)C21 (stereo not drawn) | 37* | 62* | -27 | 82* | 81* | 21* | 93* | -12 | 61* | 100*
N#CC1c2ccccc2C=CN1C(=O)c1ccc(N(CCCl)CCCl)cc1 (stereo not drawn) | -5 | 16 | -2 | -4 | 2 | 4 | -23 | -3 | 0 | 4
N#Cc1ccc(OCC(=O)N2CCN(Cc3ccc4c(c3)OCO4)CC2)cc1 | 2 | 12 | 0 | -8 | -6 | 0 | 4 | 0 | -1 | -2
CC(=O)N1CN2CN(C(C)=O)CC(C(=O)c3ccc([N+](=O)[O-])cc3)(C2)C1 | -2 | 3 | 6 | 0 | 1 | 2 | -1 | -2 | 2 | -4
O=C(c1cc(-c2ccncc2)nc2ccccc12)N1CCC2(CC1)OCCO2 | -2 | -1 | -8 | 7 | -1 | 0 | 3 | -15 | -2 | -1
O=C(NCCN1CCC2(CC1)C(=O)NCN2c1ccccc1)c1cccnc1Cl | -7 | -1 | -1 | 3 | 1 | -1 | . | -1 | 4 | 1
COc1cc2[nH]c(=O)n(-c3cccc(Cl)c3)c(=O)c2cc1OC | 5 | 1 | 10 | 5 | 3 | 2 | -4 | 1 | -1 | -2
COc1ccc(C(C)=O)cc1CC(C(=O)c1ccc(C)c(C)c1)N(C)C (stereo not drawn) | -3 | 3 | -4 | 5 | 0 | 3 | -10 | -6 | 10 | -7
COc1ccccc1NC(=O)c1cn(CCC#N)nc1-c1cccc(Cl)c1 | -4 | -1 | -13 | -2 | -8 | -1 | -11 | -15 | 5 | -2
CC(Cc1ccsc1)NCc1cn[nH]c1-c1ccc(F)cc1F (stereo not drawn) | -7 | -1 | -9 | 5 | 0 | -1 | 3 | -6 | 10 | 2
FC(F)(F)c1ccccc1CNCCc1c[nH]c2ccccc12 | 2 | 0 | -2 | 3 | -1 | -2 | -3 | -14 | 4 | -4
Cc1cc(OCc2ccc([N+](=O)[O-])cc2)c2c3c(c(=O)oc2c1)CCCC3 | -4 | 3 | -2 | -15 | 2 | 0 | 0 | -3 | -5 | 3
O=C(c1cc(-c2ccccc2)nc2ccccc12)N1CCC2(CC1)OCCO2 | -1 | -1 | 6 | 7 | 2 | 4 | 0 | 1 | 0 | -8
COc1ccc(-n2nnnc2C(C2CC2)N2CCC3(CC2)C(=O)NCN3c2ccccc2)cc1 (stereo not drawn) | -2 | 3 | -9 | 4 | 3 | 0 | . | -11 | 7 | 3
O=C1NC(=O)C(=Cc2ccc(-c3ccc(S(=O)(=O)N4CCOCC4)cc3)o2)C(=O)N1 | 1 | -5 | 4 | 0 | 14 | -1 | -7 | -2 | 6 | 4
O=c1[nH]c(=O)n(-c2cccc3ccccc23)c(O)c1/C=N/N1CCCCC1c1cccnc1 (stereo not drawn) | 2 | 6 | 2 | -4 | -3 | 0 | -10 | 3 | -3 | -2
Fc1ccccc1CN1CCN(c2ccc(Cl)cc2)CC1 | 0 | 1 | 0 | 6 | 0 | -2 | 4 | 4 | -2 | -7
CS(=O)(=O)c1ccc(C2=C(CNC(=O)c3ccc([N+](=O)[O-])cc3)[C@H]3CC[C@@H](C2)N3Cc2ccccc2)cc1 | 0 | -3 | 1 | 3 | 4 | -4 | 0 | -2 | -1 | 2
COC1=CC2[C@@H]3Cc4ccc(OC)c(O)c4[C@]2(CCN3C)CC1=O (stereo partly drawn) | 5 | -3 | 2 | 3 | -2 | -4 | 0 | 3 | 6 | 1
CC(C)(C)C(=O)C(Oc1ccc(Cl)cc1)n1cncn1 (stereo not drawn) | -4 | 0 | 2 | -4 | 0 | 1 | 2 | 3 | -1 | 3
CC(N)Cc1c[nH]c2ccc(O)cc12 (stereo not drawn) | 9 | -2 | 2 | 2 | 3 | 1 | 4 | -1 | 3 | 2
CCN1CCN(Cc2cc(C(C)(C)C)c(O)c(C(C)(C)C)c2)CC1 | 2 | 1 | -7 | 22 | 4 | 6 | . | 2 | 3 | -5
Nc1c(Br)cc([N+](=O)[O-])cc1[N+](=O)[O-] | 4 | -8 | -8 | 4 | -3 | -6 | -4 | -1 | -1 | 0
Cn1c(O)c(C=NC2CCCCCC2)c(=O)[nH]c1=S | -2 | 4 | -2 | -17 | -2 | -4 | 5 | -4 | -2 | 1
CCCC1C(C#N)=C(N)Oc2c1c(=O)oc1ccccc21 (stereo not drawn) | 6 | 0 | 2 | -1 | 0 | -9 | -3 | -1 | -3 | 2
c1ccc(CCN2CCC(N3CCN(c4ccccc4)CC3)CC2)cc1 | 0 | 2 | 5 | 3 | 0 | -6 | 3 | 1 | 1 | -4
CC(C)(C)N1CC(C(=O)c2ccccc2)C1c1ccccc1 (stereo not drawn) | -6 | -2 | -5 | 0 | -4 | -3 | -1 | -7 | 5 | 0
COc1cc(/C=C/C(=O)c2c(O)n(CCc3ccccc3)c(=O)[nH]c2=O)ccc1O | -7 | 2 | -12 | -2 | -2 | 4 | 7 | 1 | 1 | 19
COc1ccccc1CN1CCNCC1 | 6 | 0 | -1 | -2 | 1 | -5 | -6 | 4 | 3 | 0
CC(C)c1ccccc1OCC(=O)N1CCCN(C)CC1 | 8 | -2 | 10 | -3 | -9 | 0 | 2 | 1 | -1 | -4
O=C(NC(Cc1cnc[nH]1)C(=O)O)c1ccccc1 (stereo not drawn) | -3 | 8 | 5 | 1 | 2 | 9 | -2 | -4 | -3 | 2
CNC(=O)O/N=C(\C)Cc1nnn(-c2cc(C)on2)n1 | 1 | -1 | 2 | 5 | 0 | 0 | -1 | 5 | -3 | -1
CCN(CC)P(=O)(Oc1cccc(C)c1)N(CC)CC | -6 | 3 | -3 | -11 | 0 | -5 | 3 | -1 | 8 | -6
CC(C)CCn1c(=O)c(C(=O)NCc2ccco2)c(O)c2ccccc21 | 11 | -2 | 1 | 0 | -1 | 0 | 4 | -1 | 0 | 2
Cc1cccc(C)c1OC(=O)Cc1ccccc1 | -3 | 0 | -5 | 8 | -1 | -4 | -9 | 1 | -4 | -4
COc1ccccc1N1CCN(Cc2ccc(F)cc2)CC1 | 0 | -2 | 1 | 7 | 1 | 10 | 5 | 3 | -4 | -5
COC1=C[C@@H]2[C@@H]3Cc4ccc(OC)c(O)c4[C@]2(CCN3C)CC1=O | 2 | 4 | 0 | 0 | 1 | 1 | 2 | 1 | 13 | 1
CN1CCC(O)(c2ccccc2)C2CCCC21 (stereo not drawn) | 0 | 8 | 6 | 1 | 0 | 0 | -3 | 2 | 5 | 2
Cc1nc2ccccc2c(=O)n1-c1cccc([N+](=O)[O-])c1 | -4 | 0 | 1 | 1 | 4 | 7 | 5 | -2 | -5 | -2
COc1cc2c(c(OC)c1OC)-c1ccc(O)cc1[C@@H](NC(C)=O)CC2 | -5 | 3 | 2 | 3 | 0 | 3 | 11 | -4 | 2 | 0
CCCNC(=O)N1CCC2(CC1)OCCO2 | -10 | -1 | 3 | 3 | -3 | -4 | 0 | 1 | 4 | -1
COc1cc(CC2(CCc3ccncc3)C(=O)N(C)C(=O)N(C)C2=O)cc(OC)c1OC | 4 | -1 | 5 | -4 | -4 | -2 | 6 | 1 | -5 | -9
CCN(CC)c1ccc(N=Cc2c(O)n(Cc3ccccc3)c(=O)[nH]c2=O)cc1 | 2&12 | -3&-7 | 5&-2 | 13&2 | 2&1 | 3&1 | 8&2 | 7&0 | 8&3 | 0&0
CCCCC1(CCO)C(=O)NC(=S)NC1=O | 4 | 0 | -1 | 2 | -2 | 3 | 10 | 4 | 1 | 1
N#Cc1ccc(N2CCNCC2)c(F)c1 | 9 | 1 | 0 | 1 | -1 | 3 | 3 | 3 | 6 | -1
Cc1cc(=O)n(-c2ccccc2)n1-c1ccccc1 | 8 | 0 | 1 | 4 | 2 | 4 | 13 | -3 | -15 | 3
COC(=O)C1=C(c2c(C)noc2C)C[C@@H]2CC[C@H]1N2C(=O)NCC1CC1 | 4 | 0 | -3 | 8 | -1 | -6 | -7 | 0 | 16 | 0
COC(=O)C1=C(c2c(C)noc2C)C[C@@H]2CC[C@H]1N2C(=O)N1CCCC1 | -3 | 4 | 8 | 1 | 4 | 1 | 0 | 2 | 5 | 5
CCOC(=O)CC(NC(=O)C(Cc1ccc(N(CCCl)CCCl)cc1)NC(C)=O)C(=O)OCC (stereo not drawn) | 10 | 0 | 0 | 0 | -3 | 0 | -3 | 2 | 8 | -1
Cn1c(=O)cc(OCC(=O)N2CCN(Cc3ccc4c(c3)OCO4)CC2)c2ccccc21 | -4 | 2 | 0 | 0 | 3 | 7 | 6 | 3 | -1 | -4
CC1CCN(C(=O)C(C)Cl)CC1 (stereo not drawn) | -8 | -1 | 0 | 0 | -1 | 0 | -1 | 6 | -1 | 1
N#Cc1c(/N=C/C2C(=O)NC(=S)NC2=O)sc2c1CCCC2 | -16 | -2 | 1 | -14 | 26* | 0 | -53 | 7 | -41 | 3

Rewritten with values under each structure: entries from further up
Values run as follows: TCR CD3 inh, UHRF1 binding, NPR2 activator, mABHD4 FP, PRMT1 inh, MBD2 inh, HTRA1 inh, GC-A act, SIAE inh, rCAG binder
Nc1c(Br)cc([N+](=O)[O-])cc1[N+](=O)[O-]
→ 4, -8, -8, 4, -3, -6, -4, -1, -1, 0
Cc1cc(=O)n(-c2ccccc2)n1-c1ccccc1
→ 8, 0, 1, 4, 2, 4, 13, -3, -15, 3
COC(=O)C1=C(c2c(C)noc2C)C[C@@H]2CC[C@H]1N2C(=O)N1CCCC1
→ -3, 4, 8, 1, 4, 1, 0, 2, 5, 5
CCCNC(=O)N1CCC2(CC1)OCCO2
→ -10, -1, 3, 3, -3, -4, 0, 1, 4, -1

Some of the compounds tested; the hit share may differ from the screen's.
